# DNMT1 inh: inhibitors of human DNMT1; actives 0.83% (n = 360,000); P26358; DNMT1 molecular beacon, Hinp1I cleavage, fluorescence; AID 588458; inhibition (reported as % activation of signal), % at 10 µM; in the data active = inhibition above about 50%
# MsrA act: activators of bovine methionine sulfoxide reductase A. actives 0.3% (n = 360,000). activation, % at 10.6 µM. purified bovine MsrA, absorbance read-out. AID 602163; in the data active = activation above about 7.5%;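 also: 0% = vehicle and 100% = reference activator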
# STEP inh: STEP (human) phosphatase inhibition; P54829; recombinant STEP, OMFP fluorogenic substrate, fluorescence; inhibition, % at 20 µM; actives 0.25% (n = 360,000); AID 588621;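 active = inhibition at 20 µM, scaled per plate between control wells, above about 37%, limit read from the data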;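 also: 0% = DMSO with enzyme and substrate and 100% = substrate only without enzyme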
#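 Assay system: isolated STEP enzyme. Buffer or medium: pH 6.0 Bis-Tris with DTT and Tween 20. Also added: fluorogenic phosphatase substrate OMFP at 25 µM final. Dosing: 20 µM, 1% DMSO. Timing: 20 min reaction, room temperature, in the dark. Measured by: fluorescence intensity, excitation 480 nm, emission 540 nm. Evaluation: normalized % inhibition.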
# eLon inh: inhibits E. coli Lon protease. purified E. coli Lon protease, fluorescence polarization. inhibition, % at 7.94 µM. actives 0.42% (n = 360,000). AID 602123; in the data active = inhibition above about 13%, passing the limit was not always enough;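 also: 0% = enzyme with probe and DMSO and 100% = no enzyme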
# Target sequence (P0A9M0 whole entry, looked up): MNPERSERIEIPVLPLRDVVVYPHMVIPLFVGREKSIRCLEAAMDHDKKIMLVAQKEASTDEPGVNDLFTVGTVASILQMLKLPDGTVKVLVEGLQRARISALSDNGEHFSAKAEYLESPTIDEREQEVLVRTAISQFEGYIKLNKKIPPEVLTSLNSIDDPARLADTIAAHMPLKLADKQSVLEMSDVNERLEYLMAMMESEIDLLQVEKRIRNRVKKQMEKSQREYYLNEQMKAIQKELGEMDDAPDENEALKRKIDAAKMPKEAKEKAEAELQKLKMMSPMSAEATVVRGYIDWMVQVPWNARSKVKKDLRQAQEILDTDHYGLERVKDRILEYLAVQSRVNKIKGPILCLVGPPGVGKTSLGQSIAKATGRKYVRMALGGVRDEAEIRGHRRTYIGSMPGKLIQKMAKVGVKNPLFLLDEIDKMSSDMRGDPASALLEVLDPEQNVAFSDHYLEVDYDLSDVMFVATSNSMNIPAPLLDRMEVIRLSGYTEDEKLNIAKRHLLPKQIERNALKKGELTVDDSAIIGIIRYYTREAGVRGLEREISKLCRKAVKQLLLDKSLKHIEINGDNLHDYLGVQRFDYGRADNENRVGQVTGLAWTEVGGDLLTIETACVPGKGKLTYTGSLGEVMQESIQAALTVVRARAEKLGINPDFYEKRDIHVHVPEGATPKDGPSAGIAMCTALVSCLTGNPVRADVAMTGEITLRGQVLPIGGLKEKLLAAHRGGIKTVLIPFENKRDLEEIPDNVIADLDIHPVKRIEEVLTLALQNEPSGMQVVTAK
# LMPTP block: LMPTP (human) inhibition; recombinant LMPTP-A, OMFP fluorogenic substrate, fluorescence intensity; inhibition, % at 20 µM; actives 0.22% (n = 360,000); AID 651560;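 active = compounds that cut the enzyme signal by at least half of the control window in the single-dose screen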;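 also: plate controls were DMSO wells with enzyme plus substrate for no effect and substrate without enzyme for full effect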
#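 Test system: LMPTP-A phosphatase enzyme. Amount: LMPTP-A at 0.625 nM final in the reaction. Reagent: OMFP substrate, 400 µM final. Times: 50 min at room temperature. Signal: endpoint fluorescence intensity from OMFP dephosphorylation. Read-out basis: % inhibition. Benchmarks: no-enzyme and uninhibited controls.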
# Tb MetRS inh: blocks T. brucei methionyl-tRNA synthetase activity; purified T. brucei MetRS, ATP depletion, Kinase-Glo luminescence; inhibition, % at 11.9 µM; actives 0.4% (n = 360,000); AID 624268;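 active = inhibition above a per-plate cutoff of the control wells' mean inhibition plus 3 SD, cut at about 5.5% in these data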;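 also: 0% = DMSO wells median and 100% = median of wells with control inhibitor compound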
#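 Test system: purified T. brucei MetRS enzyme. Also added: ATP, methionine and E. coli bulk tRNA substrates. Compound: 11.9 µM single point. Schedule: 15 min enzyme-compound preincubation, 2 h reaction, 10 min detection, 25 °C. Signal: luciferase luminescence of residual ATP, Kinase-Glo. Evaluation: percent inhibition versus plate control medians. Controls: DMSO wells, low control.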
# CendR NRP1 mod: modulators of CendR peptide binding to human neuropilin-1 | O14786 | FAM-RPARPAR peptide binding to NRP-1, fluorescence polarization | inhibition, % at 25 µM | actives 0.85% (n = 360,000) | AID 602438;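 active = inhibition or corrected inhibition above about 18%, plus a signal ratio from 0.5 to 1.5, limit read from the data, passing the limit was not always enough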; also: strong numbers were not always called active
# Scp-1 inhibitor: Scp-1 (human) phosphatase inhibition | inhibition, % at 20 µM | actives 0.88% (n = 340,000) | Q9GZU7 | Recombinant Scp1, phosphopeptide, malachite green phosphate absorbance;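 active = inhibition above about 50% at 20 µM, limit read from the data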;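 also: plate controls were DMSO wells with enzyme for no effect and wells lacking enzyme for full effect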
# Target sequence (Q9GZU7 76-261 limits assumed): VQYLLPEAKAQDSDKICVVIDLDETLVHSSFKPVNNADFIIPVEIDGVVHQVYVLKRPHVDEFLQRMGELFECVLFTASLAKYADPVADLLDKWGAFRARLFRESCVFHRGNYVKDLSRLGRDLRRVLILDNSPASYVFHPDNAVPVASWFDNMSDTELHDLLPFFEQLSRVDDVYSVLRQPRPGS
#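 assay system = SCP-1 phosphatase catalytic domain, residues 76-261 | buffer or medium = 50 mM Tris acetate pH 5.5, 0.005% Tween-20, 10 mM MgCl2 | incubation = enzyme reaction 45 min at room temperature, colour 5 min, stabilisation 30 min | signal = Phosphate-binding colour reagent, absorbance read at 630 nm | measure = % inhibition at 20 µM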
# SUMO1-SIM PPI: modulators of human SUMO1-mediated protein-protein interactions; P63165; SUMO1 binding to a labelled peptide, TR-FRET, 1 h; inhibition, % at 20 µM; actives 0.33% (n = 360,000); AID 602429; in the data active = inhibition above about 37%
# MsrA inhibitor: inhibits bovine methionine sulfoxide reductase A | purified bovine MsrA, absorbance read-out | inhibition, % at 15.5 µM | actives 0.75% (n = 360,000) | AID 651718; in the data active = inhibition above about 4.5%;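 also: 0% = vehicle wells with enzyme and 100% = reference inhibitor wells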
# * hit, by the source's call; x = no result given.
SMILES,DNMT1 inh,MsrA act,STEP inh,eLon inh,LMPTP block,Tb MetRS inh,CendR NRP1 mod,Scp-1 inhibitor,SUMO1-SIM PPI,MsrA inhibitor
Fc1ccc(-c2nc3c4ccccc4ccn3c2CC2CCCCC2)cc1,-6,-2,2,-7,6.6,0.0,-1,x,-1,0.4
COc1cc(OC)c(C(=O)OCC(=O)NC2CCCC2)cc1OC,-1,-1,1,-2,0.1,-0.7,-3,-2,0,2.0
Cc1ccc(OCC(=O)Nc2ccccc2F)cc1,2,-3,1,1,-1.1,0.3,0,-7,3,0.4
O=C(O)COc1ccccc1C(Nc1ccccn1)c1cc(Cl)c2cccnc2c1O (centres undefined),0,-4,0,11,10,0.3,-97,-5,11,-1.1
COc1ccc([N+](=O)[O-])cc1N(CC(=O)N1CCOCC1)S(C)(=O)=O,3,-2,2,4,-0.3,0.1,-1,-1,-8,-0.5
COc1ccccc1-c1nnc(SCC(=O)N2CCCCC2)o1,-1,-6,-1,-10,-0.2,-0.4,-9,1,-6,0.1
COc1cc(/C=N/N2CCN(Cc3ccc(C)cc3)CC2)cc(OC)c1O,0,-4,0,-4,1.0,-0.5,4,8,-3,-0.5
O=C(COC(=O)C1CC(=O)N(Cc2ccccc2)C1)Nc1ccc2c(c1)OCO2 (centres undefined),-1,0,-1,-10,-0.7,-1.4,5,-11,0,0.0
O=C(CC(Nc1ccccc1)c1ccc(F)cc1)c1ccccc1 (centres undefined),-12,-1,-1,6,3.0,0.7,7,-9,1,0.1
COc1ccc(/C=N/Nc2nc3ccccc3c(=O)n2-c2ccccc2)cc1OC,0,-9,4,7,0.8,-1.4,8,8,0,4.3
COc1ccccc1NC(=O)CS(=O)(=O)c1cn(CC(=O)N2CCCC2)c2ccccc12,-11,-1,-1,-4,1.7,-0.6,4,-2,1,-0.7
CCc1c(C)sc(NC(=O)/C=C/c2ccc3c(c2)OCO3)c1C(=O)OC,1,-4,3,-7,3.5,-0.3,-1,-9,-1,-0.9
COc1ccc(NC(=O)C(=O)NNC(=O)c2cccs2)cc1,1,-8,0,-7,0.4,-0.1,4,-4,1,3.4
CC(C)(CNc1ccc(C(F)(F)F)cc1[N+](=O)[O-])N1CCOCC1,2,-1,0,0,2.9,0.2,20,1,-24,-0.3
COc1cccc(CNC(=O)CN2C(=O)COc3ccc(S(=O)(=O)N4CCC(C)CC4)cc32)c1,-3,-1,0,-3,1.4,0.6,-2,-2,-14,1.3
O=C(NCc1ccc(Cl)cc1)c1ccc(-c2ccccc2C(F)(F)F)o1,15,0,-2,5,4.4,-0.2,-4,0,1,1.3
O=C(CCNS(=O)(=O)c1ccccc1)N1CCN(C(c2ccccc2)c2ccccc2)CC1,3,-2,1,-10,1.6,-0.5,-4,x,2,-0.8
COC(=O)C1=C(C)N(Cc2ccccc2)C(=NCc2cccc(Cl)c2)N[C@H]1c1ccccc1,8,0,-1,-5,1.9,0.1,-6,35,-10,x
Cc1cc(Cl)c(OCCCN(C)C)c(Br)c1,-5,-4,1,-3,0.1,0.1,-11,-8,-5,0.2
COc1cccc(CN(C)C(=O)CCN=C2NS(=O)(=O)c3ccccc32)c1OC,6,-4,4,-6,-3.0,-0.3,-2,-8,0,-0.2
CCc1nn2c(=O)cc(COc3ccc(NC(=O)c4ccco4)cc3)nc2s1,1,-1,-2,-9,0.7,0.2,-3,8,4,-0.6
O=C(Nc1ccccc1)N1CCCN(c2ccc(C(F)(F)F)cn2)CC1,10,-11,-3,13,-0.5,-0.4,7,-3,3,-0.7
CC1CCC(NC(=O)c2cc(Cl)nc3ccccc23)CC1 (centres undefined),4,-4,-2,-9,-0.5,0.0,11,-8,-8,0.1
CCCCN(CC)CCCNC(=O)CC1Nc2ccccc2NC1=O (centres undefined),-1,0,-1,-13,-2.5,-0.1,-18,-5,-8,x
COc1ccc(-c2noc(C(C)n3nc(C)c([N+](=O)[O-])c3C)n2)cc1OC (centres undefined),-3,0,2,-3,-0.3,0.4,0,-11,-1,-0.1
Cc1ccc(C(=O)N2CCN(CCNC(=O)C(=O)NC(C)C)CC2)cc1,0,-4,-2,4,0.6,-0.3,2,0,2,-0.8
COc1ccccc1/C=C/[C@@H]1C[C@H]2CN(Cc3cccc(Cl)c3)C(=O)[C@]23CCCN13,-3,-3,0,-4,0.6,-0.3,-10,-1,-4,1.8
COc1cc(C(=O)N/N=C/c2sc(N3CCOCC3)nc2-c2ccccc2)cc(OC)c1OC,-7,-5,-2,17*,-0.9,-0.1,-11,-11,-5,6.6*
Cc1cc(F)ccc1-c1cc(C(=O)NCc2ccccc2)[nH]n1,3,-6,0,-1,0.0,-0.3,0,x,2,-0.2
O=S(=O)(Nc1ccc(S(=O)(=O)N2CCCCC2)cc1)c1cccs1,3,-8,-3,-11,0.1,-1.5,0,-7,-2,-0.2
O=C(Nc1cc(S(=O)(=O)N2CCCCCC2)ccc1OCC(F)(F)F)C1CCC1,-2,-2,-2,-4,-0.4,-0.2,4,-2,4,-0.5
CCOC(=O)C(CC)Sc1cc(C)nc2ccc(OC)cc12 (centres undefined),-2,0,1,8,0.4,-0.2,-5,0,-9,3.5
O=C(CC1Sc2ncnn2C1=O)Nc1ccc(Br)cc1 (centres undefined),-4,-4,1,1,-3.2,-0.5,6,0,1,-0.4
Cn1c(=O)cc(SCC(=O)N2CCN(C(=O)c3ccco3)CC2)c2ccccc21,0,-9,-1,-2,-1.5,-1.2,10,2,-1,1.6
CC(=O)C(C(c1ccccc1)c1c[nH]c2ccccc12)[N+](=O)[O-] (centres undefined),-2,0,0,5,4.2,-0.9,2,-14,4,-0.8
C=CCc1ccc(OCCCCN2CC(C)CC(C)C2)c(OC)c1 (centres undefined),1,-2,2,8,-0.1,0.9,10,-9,-1,-0.6
CC1=C(C#N)C(NC(=O)c2ccccc2Cl)(C(F)(F)F)C(=O)N1 (centres undefined),4,-2,-2,2,-0.8,-0.2,0,-7,-2,0.6
COc1cccc(/C=C/C(=O)OCC(=O)c2ccc[nH]2)c1,-1,-2,0,4,0.8,0.1,-9,x,-11,-0.9
C/C(=N\Nc1nnc(C)c(=O)[nH]1)C(=O)O,5,-2,-1,-3,-3.2,0.2,-2,-9,-1,1.1
Cc1cc(OCC(=O)N2CCOCC2)c(C(C)C)cc1Cl,0,-5,-8,-6,0.4,-0.7,-10,0,-4,-0.7
O=C1c2ccccc2CN1CCNS(=O)(=O)c1ccc2ccccc2c1,-2,-1,-2,-1,-1.4,-0.1,1,3,-3,0.1
CC(C)(C)Nc1c(-c2cccs2)nc2ccccn12,2,-2,1,-2,1.9,-0.1,2,-2,1,-0.8
OCC1OC(n2cnc3c(NCCc4ccccc4)ncnc32)C(O)C1O (centres undefined),0,1,-3,-2,-1.5,0.1,-12,-9,-1,-0.8
COc1ccc2c(C)cc(N3CCOCC3)nc2c1,2,-1,-2,2,0.3,0.2,-1,-2,-1,2.2
Fc1ccc(COc2cccc(CNCc3ccncc3)c2)cc1,3,-2,0,-1,-2.2,-0.2,13,-1,6,1.0
O=C(O)CC1c2ccccc2C=Cc2ccccc21,2,-2,0,-11,-1.7,0.5,3,1,-6,-1.2
CCc1nnc(NC(=O)CSc2nnc(CNc3cccc(Cl)c3)n2CC)s1,0,4,-2,-5,-1.3,0.0,2,-3,8,-0.7
COc1ccc(C(=O)NN2CC(O)=C(c3nc4ccccc4n3C)C2=N)cc1OC,4,-4,0,-2,-1.3,-0.3,0,-7,-5,0.1
COc1ccc(C(=O)C2CCCN(C(=O)c3cccnc3OC)C2)c(C)c1 (centres undefined),1,-6,-1,6,-0.2,-0.8,1,-7,2,-0.4
Nc1nonc1-n1nnc(C(=O)N/N=C/c2ccc(Br)cc2)c1CSC1=NCCS1,-7,-2,1,-11,3.3,0.4,7,-10,-3,1.0
COc1ccccc1N(C(=O)CCl)c1cn(C(C)=O)c2ccccc12,3,-5,-2,-4,-1.1,0.0,-9,-8,-4,1.5
CC(C)(C)OC(=O)C[C@@H]1C/C=C\C[C@H](CC(=O)N[C@@H](CO)Cc2ccccc2)C(=O)N[C@H](Cc2ccccc2)COC1=O,2,-5,1,-8,1.1,-0.3,-9,1,2,0.5
CN(CC(=O)Nc1cccc(F)c1)C(=O)c1sccc1-c1ccccc1,-3,-2,4,-7,0.5,-0.2,3,-9,2,3.1
Cc1nc(CCNC(=O)CC2C(=O)NCCN2Cc2ccccc2)sc1C (centres undefined),-2,-9,-1,18,-0.8,-0.8,-4,6,3,-1.1
CC(=O)Nc1ccc(Cl)cc1C(=O)c1ccc[nH]1,1,-3,-1,8,-1.8,-0.1,3,x,-2,1.1
CC(C)CC(=O)N1CCC(O)(CS(=O)(=O)Cc2ccccc2Cl)CC1,3,-1,-1,7,0.0,0.1,-2,-6,3,0.0
O=C(CCS(=O)(=O)c1ccc(Br)cc1)Nc1cc(F)ccc1F,62*,-5,7,-2,-1.2,-0.6,-14,73*,9,0.0
O=C(c1cc(-c2ccccc2)on1)N1CCc2ccccc2C1,2,-4,-2,4,1.6,-0.2,-7,-10,-1,-0.2
COc1ccc(-n2ncc3c2CC(C)(C)CC3NC(=O)CCCN2CCCC2=O)cc1 (centres undefined),2,-6,-5,4,-2.4,-0.1,-1,-5,-1,-0.3
CCOc1ccccc1/C=C(\C#N)C(=O)NC1CC1,3,0,-2,8,-4.1,-0.6,-9,-5,-1,0.0
CSc1cc(C)c(OCC(=O)Nc2c(C)nn(C)c2C)c(C)c1,0,-1,-1,-10,0.0,0.0,8,-5,2,-0.2
S=C(c1cccs1)N1CCCC1,-1,-2,0,2,-1.1,0.6,4,-4,1,0.5

# Part of the list above, limited to SUMO1-SIM PPI.
Compound	SUMO1-SIM PPI
CC(C)(C)OC(=O)C[C@@H]1C/C=C\C[C@H](CC(=O)N[C@@H](CO)Cc2ccccc2)C(=O)N[C@H](Cc2ccccc2)COC1=O	2
CN(CC(=O)Nc1cccc(F)c1)C(=O)c1sccc1-c1ccccc1	2
Cc1nc(CCNC(=O)CC2C(=O)NCCN2Cc2ccccc2)sc1C (centres undefined)	3
CC(=O)Nc1ccc(Cl)cc1C(=O)c1ccc[nH]1	-2
CC(C)CC(=O)N1CCC(O)(CS(=O)(=O)Cc2ccccc2Cl)CC1	3

# Screening results deposited in PubChem by several laboratories.
